Screening results: PubChem, several laboratories
EP2 modulator – modulates human prostaglandin E2 receptor EP2 signaling; P43116; EP2-expressing cells, cAMP HTRF FRET, PGE2 co-stimulation; induction, % at 25 µM; 260,000 tested, 0.83% active; AID 940;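 active means compounds whose cAMP rise, as percent of the full-agonist control response, exceeds 60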;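 further: rat C6 glioma line stably carrying human EP2 under a CMV promoter; the protocol text gives 20 µM as final concentration; 100% = response of wells given 1 µM PGE2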
TRPML3 agonist – activates the human TRPML3 channel. Q8TDD5. HEK293 TRPML3-YFP, Fluo-8 calcium fluorescence; 100% = the carbachol control signal. activation, % at 3 µM. 220,000 tested, 0.29% active;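 active means activation above its plate's cutoff, the mean activation of the plate's test wells plus 3 SD, cut at about 12% in these data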;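 further: 0% = DMSO only wells and 100% = carbachol wells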
Target sequence (Q8TDD5 whole entry, looked up): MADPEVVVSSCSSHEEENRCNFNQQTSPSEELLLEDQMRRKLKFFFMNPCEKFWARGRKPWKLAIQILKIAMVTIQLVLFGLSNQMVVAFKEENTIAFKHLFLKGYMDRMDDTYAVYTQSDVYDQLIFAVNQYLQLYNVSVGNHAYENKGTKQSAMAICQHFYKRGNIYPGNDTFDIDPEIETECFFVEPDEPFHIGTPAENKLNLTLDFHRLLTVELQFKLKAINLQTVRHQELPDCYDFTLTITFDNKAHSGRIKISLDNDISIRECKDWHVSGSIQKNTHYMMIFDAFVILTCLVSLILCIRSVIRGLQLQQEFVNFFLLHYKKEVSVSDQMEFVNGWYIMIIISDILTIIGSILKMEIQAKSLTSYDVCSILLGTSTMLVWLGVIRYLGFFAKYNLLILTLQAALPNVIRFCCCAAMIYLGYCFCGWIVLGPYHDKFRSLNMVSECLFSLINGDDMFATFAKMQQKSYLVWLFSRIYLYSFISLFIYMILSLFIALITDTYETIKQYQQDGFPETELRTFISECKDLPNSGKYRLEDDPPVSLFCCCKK
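Material: HEK293 cells stably carrying human TRPML3-YFP; compound dosing: single dose, 3 µM final nominal compound, 0.3% DMSO final; incubation: 1-h 37 °C dye load, 5-s basal, 120-s post-compound reads; technique: Fluo-8 intracellular calcium fluorescence, excitation 470-495 nm, emission 515-575 nm; read-out basis: percent activation from peak-to-basal fluorescence ratio, scaled between DMSO and carbachol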
EP2 antag – EP2 receptor (human) inhibition. 260,000 tested, 0.52% active. C6 glioma cells expressing human EP2, cAMP TR-FRET; cells stimulated with saturating PGE2. inhibition, % at 25 µM;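 active means percent inhibition above 40 after rounding to a whole number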;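 further: rat C6 glioma host cells with rolipram phosphodiesterase inhibitor present; the protocol text gives 20 µM as final concentration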
NPY-Y1 antag – antagonists of human neuropeptide Y receptor Y1; HEK293-CNG Y1 cells, membrane potential fluorescence; NPY at EC95, then isoproterenol; 200,000 tested, 1% active; AID 1040; P25929; inhibition, % at 3.6 µM;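 active means inhibition above the campaign mean inhibition of all tested compounds plus 3 SD, cut at about 20% in these data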;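 further: 0% = DMSO wells given NPY plus isoproterenol and 100% = isoproterenol alone without NPY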
Target sequence (P25929 whole entry, looked up): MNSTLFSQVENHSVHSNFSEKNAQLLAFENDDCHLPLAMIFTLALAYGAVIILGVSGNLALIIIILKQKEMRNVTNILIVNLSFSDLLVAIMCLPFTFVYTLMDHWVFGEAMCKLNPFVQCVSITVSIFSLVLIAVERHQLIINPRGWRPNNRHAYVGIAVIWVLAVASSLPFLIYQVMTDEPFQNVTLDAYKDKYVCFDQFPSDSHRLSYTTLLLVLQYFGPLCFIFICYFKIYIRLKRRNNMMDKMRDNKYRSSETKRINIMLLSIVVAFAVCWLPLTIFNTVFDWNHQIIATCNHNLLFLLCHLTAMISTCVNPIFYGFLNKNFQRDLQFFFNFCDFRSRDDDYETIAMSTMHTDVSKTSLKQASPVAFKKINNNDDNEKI
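Test system – HEK293 Y1/CNG channel cell line · Also added – NPY agonist 25 nM, then isoproterenol 1 µM plus Ro 20-1724 25 µM · Compound dosing – one concentration, 3.6 µM, in 0.4% DMSO · Schedule – compound incubation 1 h at room temperature, readout 45 min post-stimulation · Technique – fluorescence, membrane potential probe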
PPC-1+TRAIL kill – compounds killing PPC-1 cancer cells with TRAIL present (potentiator screen, no TRAIL-free arm); AID 1443; PPC-1 cells + TRAIL, ATPLite viability luminescence; cell killing (% activity), % at 4 µM; 220,000 tested, 0.41% active;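 active means cell killing above 50% in the first pass at 4 µM, then a duplicate retest at 5 µM averaging 50% or more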;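 further: plate controls were cells with TRAIL plus DMSO for no effect and medium-only wells lacking cells for full effect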
TRPN1 ag – agonists of zebrafish TRPN1 channel; HEK293 zebrafish TRPN1-YFP, Fluo-8 calcium fluorescence; 100% = response to 87 µM carbachol; AID 1424; activation, % at 3 µM; 220,000 tested, 0.18% active;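 active means activation above its plate's cutoff, the mean activation of test wells on that plate plus 3 SD, cut at about 19% in these data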;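 further: 0% = DMSO alone and 100% = 87 µM carbachol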
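Assay system: Zebrafish TRPN1-YFP in HEK293 cells | Incubation: Dye loading 1 h at 37 °C, then 30 min room temperature | Measured by: Kinetic Fluo-8 fluorescence, ex 470-495, em 515-575 nm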
14-3-3 Bad inh – disrupts binding of bovine 14-3-3 zeta to phospho-Bad peptide. TR-FRET 14-3-3zeta/Dy647-pBad peptide displacement, 1 h. inhibition, % at 21.7 µM. 220,000 tested, 0.71% active;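 active means inhibition above about 70%, limit read from the data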;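 further: 0% = full 14-3-3 plus peptide FRET controls and 100% = background without 14-3-3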
NPY-Y1 PAM-ag – potentiators or agonists of human neuropeptide Y receptor Y1; P25929; NPY-Y1 expressing cells, potentiator/agonist activation; activation, % at 3.6 µM; 220,000 tested, 0.37% active; AID 1304; in the data active means activation above about 33%, passing the limit was not always enough;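 further: cells stimulated with NPY at EC10 then isoproterenol at EC100; 0% = low agonist plus stimulus and 100% = saturating agonist plus stimulus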
CHOP inh – CHOP inhibition in unfolded protein response; AID 2732; CHO-K1 CHOP-promoter luciferase, tunicamycin-induced, 15-18 h; 220,000 tested, 3.8% active; inhibition, % at 10 µM;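 active means compounds that reduced the stress-induced luciferase reporter signal by more than about 70% of percent inhibition, limit read from the data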;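 further: 0% = tunicamycin plus vehicle and 100% = wells without tunicamycin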
* hit, by the source's call; . = not tested or not shown; & = joins results of further samples; [ ] = remark or other dose.

Screens in order: EP2 modulator, TRPML3 agonist, EP2 antag, NPY-Y1 antag, PPC-1+TRAIL kill, TRPN1 ag, 14-3-3 Bad inh, NPY-Y1 PAM-ag, CHOP inh
CCN(CCCNC(=O)CCNC(=O)Cn1ccc2ccccc2c1=O)c1ccccc1
  -8, -0.6, 9, 5, 17, -1.3, -5, -4, 18
CCn1c(CCc2ccccc2)n[nH]c1=S
  -14&27, 0.0, 9&7, -1, -2, -0.5, -9, 9, 24
Cc1ccc(S(=O)(=O)N(C)CC(=O)OCc2nnc(-c3ccccc3)o2)cc1
  25, 1.7, 12, -5, 15, -0.2, -8, -14, 9
CSC1=NSC2=NC(=O)/C(=C/c3coc4ccc(O)cc4c3=O)C(=N)N12
  1, 1.0, 6, 2, 14, 1.3, 32, -12, 15
COc1ccc(CNC(=O)C2CC(c3ccc(F)cc3)=NO2)cc1 (centres undefined)
  -13, 0.0, 7, 3, 19, 0.9, -21, -21, 2
CCCc1nnc(SCC(=O)N2CCCCC2)n1CC1CCCO1 (centres undefined)
  3, 0.4, 7, 0, 6, 1.6, -9, 22, 19
Cc1ccc(-c2nn(CC(=O)O)c(=O)c3ccccc23)cc1
  -31, -0.7, 3, 6, -5, -0.6, 5, -8, 48
Cc1ccc2c(c1)C1CN(C)CCC1N2C(=S)NC(=O)c1ccc(Br)cc1 (centres undefined)
  -36, 1.4, 7, 10, -3, 1.4, -12, -39, -26
Cc1sc(NC(=O)c2ccc(Br)s2)c(C(N)=O)c1C
  -19, 0.1, 7, -3, 13, -0.2, 0, -4, 55
CCCn1c2c(c(O)c(C(=O)Nc3ccc(OC)cc3)c1=O)CCCC2
  53, 1.0, 6, 2, 10, 0.0, -8, -19, 16
O=C1CS(=O)CN1c1ccc(Oc2ccccc2)cc1 (centres undefined)
  -19, 0.7, 15, 0, 3, -0.4, 21, 10, 7
COc1ccc(Cl)cc1NC(=O)c1cnc2sccn2c1=O
  11, 0.5, 16, 0, 7, 1.6, 3, 3, -9
COc1cc2c(cc1OC)CN(CC(=O)Nc1ccc(Cl)c(S(=O)(=O)N(C)C)c1)CC2
  -13, 1.2, 3, -3, -7, 0.5, -15, -12, 19
C=CCNC(=O)NC(=O)c1csc([N+](=O)[O-])c1
  -27, -0.4, 5, ., -4, 2.1, 11, 3, -18
CC1(C)Cc2c(c(N3CCCC3)[nH]c(=S)c2C#N)CO1
  23, 0.8, ., -1, 22, -0.5, -6[fluorescence artefact?], 0, -5

Five records drawn at random from the list so far, as already listed:
Screens in order: EP2 modulator, TRPML3 agonist, EP2 antag, NPY-Y1 antag, PPC-1+TRAIL kill, TRPN1 ag, 14-3-3 Bad inh, NPY-Y1 PAM-ag, CHOP inh
CSC1=NSC2=NC(=O)/C(=C/c3coc4ccc(O)cc4c3=O)C(=N)N12
  1, 1.0, 6, 2, 14, 1.3, 32, -12, 15
Cc1ccc2c(c1)C1CN(C)CCC1N2C(=S)NC(=O)c1ccc(Br)cc1 (centres undefined)
  -36, 1.4, 7, 10, -3, 1.4, -12, -39, -26
CC1(C)Cc2c(c(N3CCCC3)[nH]c(=S)c2C#N)CO1
  23, 0.8, ., -1, 22, -0.5, -6[fluorescence artefact?], 0, -5
CCCn1c2c(c(O)c(C(=O)Nc3ccc(OC)cc3)c1=O)CCCC2
  53, 1.0, 6, 2, 10, 0.0, -8, -19, 16
CCN(CCCNC(=O)CCNC(=O)Cn1ccc2ccccc2c1=O)c1ccccc1
  -8, -0.6, 9, 5, 17, -1.3, -5, -4, 18

Next section.
Screens in order: EP2 modulator, TRPML3 agonist, EP2 antag, NPY-Y1 antag, PPC-1+TRAIL kill, TRPN1 ag, 14-3-3 Bad inh, NPY-Y1 PAM-ag, CHOP inh
O=C(Nc1c2c(nc3c1CCC3)CCCC2)c1ccccn1
  12, 0.5, 4, 0, 9, -0.4, -13[fluorescence artefact?], -2, 3
Cc1ccc(-c2nnn(CC(=O)NCCC3=CCCCC3)n2)cc1
  20, 1.2, 9, 0, 34, 0.7, -8, -24, 58
Clc1cc(Cl)cc(CN2CCSCC2)c1
  9, -0.2, 5, ., -22, 0.9, 1, 15, -2
O=C(NC(NC1CCS(=O)(=O)C1)C(Cl)(Cl)Cl)c1ccc(Br)cc1 (centres undefined)
  -33, 0.1, 4, 7, 1, 2.6, 26[fluorescence artefact?], 9, 45
CNC(=O)CSc1nnc(-c2ccc3c(c2)OCO3)n1C
  12, 0.8, 5, 0, ., 0.4, -7, 11, 20
O=C(c1cccc(Cl)c1)N1CCn2c1nc1ccccc12
  -10, 0.2, 6, 3, ., 1.4, -8, 10, 14
C=CCNC(=S)N(CC)c1cccc2ccccc12
  21, -1.3, 6, -1, 28, -3.5, -13, 2, 16
Cc1ccc(O)c(C(=O)c2cnn(C(=O)COc3ccc(Cl)cc3)c2)c1
  25, 0.8, 16, -1, 11, 2.0, 52, -12, 43
OCCC1CN(Cc2cccc(-c3ccco3)c2)CCN1Cc1ccsc1 (centres undefined)
  -42, 0.7, 7, 8, ., 1.1, -17, -8, 27
CCSc1nnc(NC(=O)C(C)(C)C)s1
  8, 0.2, 3, 6, 1, 1.4, -1, 3, -39
CCOc1ccccc1NC(=O)CCCN1C(=S)NC(C)(C)CC1C (centres undefined)
  -5, 0.7, 16, -2, 5, -1.8, -9[fluorescence artefact?], 11, 24
C=C(C)c1cccc(C(C)(C)NC(=O)Nc2ccc(C(C)=O)cc2)c1
  1, -0.6, 2, 1, 7, 0.0, 14[fluorescence artefact?], -6, 22
Cc1sc2nc(CN3CCCC3)nc(Cl)c2c1C
  17, 0.9, 8, 6, 1, 1.2, 13, 1, -10
COc1cc(/C=C2\SC(=O)NC2=O)ccc1Oc1ccc([N+](=O)[O-])cn1
  -48, -0.5, 13, ., -8, 2.2, -1, 14, 19
O=C(Oc1cccnc1)c1ccc([N+](=O)[O-])cc1Cl
  0, 0.1, 8, -5, 14, 1.1, -4, 9, 46

Some values from the list:
Reading for Clc1cc(Cl)cc(CN2CCSCC2)c1 in NPY-Y1 PAM-ag: 15
Reading for CNC(=O)CSc1nnc(-c2ccc3c(c2)OCO3)n1C in TRPN1 ag: 0.4

(list continues)
canonical_smiles	EP2 modulator	TRPML3 agonist	EP2 antag	NPY-Y1 antag	PPC-1+TRAIL kill	TRPN1 ag	14-3-3 Bad inh	NPY-Y1 PAM-ag	CHOP inh
CCOC(=O)C(Cc1ccc(O)cc1)NC(=O)CNC(=O)C1CCCN1C(=O)OC(C)(C)C (centres undefined)	-5	1.1	4	-2	1	-0.7	-4	6	21
C=CCn1c(=O)/c(=C2/Sc3ccccc3N2CC)s/c1=C1/C(=O)NN=C1C	-28	0.8	8	-7	.	1.6	-11	18	7
CCOc1ccc(S(=O)(=O)N(C)C)cc1-c1nc2c(C(C)(C)C)nn(C)c2c(=O)[nH]1	14	-0.1	36	11	12	0.3	-8	4	5
Cc1nc(N2CCN(Cc3ccc4c(c3)OCO4)CC2)nc2c1C(=O)CC(c1ccco1)C2 (centres undefined)	14	0.1	3	18	2	-1.0	17[fluorescence artefact?]	-52	31
CC(C)Sc1nc2c(c(=O)n1C)SC(C)C2 (centres undefined)	22	0.1	3	4	5	-1.4	4	22	56
CCN1C(=O)c2ccccc2S(=O)c2ccc(C(=O)N3CCCC3)cc21 (centres undefined)	-3	0.7	7	3	2	2.1	16	4	-2
c1ccc(CN2CCN(c3nc(N4CCOCC4)c4ccccc4n3)CC2)cc1	.	-0.3	11	6	.	-2.0	.	-30	.
CCOn1c(=O)c(-c2cc3ccccc3o2)[n+]([O-])c2ccccc21	4	0.7	20	0	24	-0.6	-12[fluorescence artefact?]	-33	14
CC1CCN(C(=S)NCCc2ccccc2)CC1	0	0.6	6	-2	24	0.6	-1	-3	-36
COc1ccc(Br)cc1C1SCCN1S(C)(=O)=O (centres undefined)	-13	-1.6	11	-7	14	-1.7	-12	-6	11
Cc1ccsc1/C=N/NC(=O)Cn1nc(C)c([N+](=O)[O-])c1C	-5	0.4	14	.	14	0.6	-1	15	10
O=C(/C=C/Nc1ccccc1OC(F)(F)F)C(F)(F)F	24	0.0	15	2	3	0.8	-16	20	-12
Cc1cccc(C2c3[nH]c4ccccc4c3CCN2C(=O)c2cc3c([nH]c2=O)CCCC3)n1 (centres undefined)	-40	0.3	6	7	-8	0.4	-9	-2	13
COc1ccc(Cc2nnc(NC(=O)c3cccc(C)c3)s2)cc1	-29	0.9	1	-5	-10	0.1	-5	3	44
CCOC(=O)C1=C(C)N(Cc2ccccc2)C(=O)NC1c1ccc(OC)cc1 (centres undefined)	33	-1.8	17	3	26	-1.2	6	20	21
O=C(CCS(=O)(=O)c1ccc(Br)cc1)N1CCN(c2ccccc2F)CC1	9	0.6	5	10	8	-0.6	-4	-3	27
CC(=O)Nc1ccc(S(=O)(=O)N2CCN(c3ccc([N+](=O)[O-])c(NCCN4CCOCC4)c3)CC2)cc1	-11	-0.2	5	-5	11	-0.3	-1	30	1
CC12CCC(C(=O)NCc3ccc4c(c3)OCO4)(CC1=O)C2(C)C (centres undefined)	7	0.7	11	8	17	0.8	-3	-5	2
OCCOCCNc1ncnc2c1cnn2-c1ccc(Cl)cc1	-17	1.1	15	-2	.	3.1	2	14	4
Cc1[nH]c2ccccc2c1C(=O)CSC(=S)N(C)C1CCCCC1	-21	0.4	8	0	18	-0.7	2	24	45
C/C(=N\NC(=O)COc1ccc(C)cc1C(C)C)c1cc2ccccc2o1	-12	1.1	8	2	16	0.7	0	-10	6
CCOc1ccccc1NC(=O)C1CCCN1C(=O)OCc1ccccc1 (centres undefined)	23	-0.6	15	1	-6	-1.3	3	9	3
O=S(=O)(Nc1cc(Sc2ncn[nH]2)c(O)c2ccccc12)c1ccccc1	-62	1.8	35	9	39	0.2	71*	-2	106*
O=C(NC(=S)Nc1ccc(-c2ccc(CO)o2)cc1)c1cccs1	-27	-0.9	11	8	23	0.4	3	-12	-20
Cc1ccc(NS(=O)(=O)c2ccc(Cl)c(NC(=S)NC(=O)C3CCCCC3)c2)cc1Cl	-45	0.8	2	19	-4	-2.2	4	-39	96*
Cc1cc(NC(=O)C2CC=CCC2C(=O)O)no1 (centres undefined)	-2	0.6	7	3	2	-0.8	14	2	-20

These rows are one share of the data (hit frequency here may not be typical).
